Source: PubChem
PAFAH1B3 inh: PAFAH1B3 enzyme inhibitors, primary screen, biochemical, fluorescence polarization, human; inhibition, % at 3.39 µM; Platelet-activating factor acetylhydrolase IB subunit alpha1 (Homo sapiens), Q15102; hit rate 0.28% among 340,000; recombinant PAFAH1B3, FP-rhodamine probe;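 active = inhibition above the screen-wide average of all tested compounds plus 3 SD, cut at about 25% in these data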;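 note: 0% = enzyme with DMSO only and 100% = wells lacking PAFAH1B3 protein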
GSTO1 inh: inhibitors of recombinant GSTO1, primary screen, counter-screen for RBBP9 inhibitor project, biochemical, fluorescence polarization; hit rate 1.1% among 300,000; AID 1974, 2009; activity-based probe fluorescence polarization; inhibition, % at 5.96 µM; Glutathione S-transferase omega-1 (Homo sapiens), P78417;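 active = inhibition above the campaign mean inhibition plus 3 SD, cut at about 35% in these data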;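 note: 0% = GSTO1-1 with DMSO and 100% = wells lacking GSTO1-1 enzyme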
PAD4 inh: human PAD4 inhibitors, primary screen, biochemical, fluorescence polarization, 1536-well format | recombinant PAD4, RCA probe fluorescence polarization | Protein-arginine deiminase type-4 (Homo sapiens), Q9UM07 | inhibition, % at 6.36 µM | AID 485272, 2010 | hit rate 0.41% among 330,000;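 active = percent inhibition above a cutoff equal to the mean of all tested compounds plus 3 SD, cut at about 15% in these data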;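 note: 0% = PAD4 with RCA probe and DMSO and 100% = probe without PAD4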
Target sequence (Q9UM07 whole entry, looked up): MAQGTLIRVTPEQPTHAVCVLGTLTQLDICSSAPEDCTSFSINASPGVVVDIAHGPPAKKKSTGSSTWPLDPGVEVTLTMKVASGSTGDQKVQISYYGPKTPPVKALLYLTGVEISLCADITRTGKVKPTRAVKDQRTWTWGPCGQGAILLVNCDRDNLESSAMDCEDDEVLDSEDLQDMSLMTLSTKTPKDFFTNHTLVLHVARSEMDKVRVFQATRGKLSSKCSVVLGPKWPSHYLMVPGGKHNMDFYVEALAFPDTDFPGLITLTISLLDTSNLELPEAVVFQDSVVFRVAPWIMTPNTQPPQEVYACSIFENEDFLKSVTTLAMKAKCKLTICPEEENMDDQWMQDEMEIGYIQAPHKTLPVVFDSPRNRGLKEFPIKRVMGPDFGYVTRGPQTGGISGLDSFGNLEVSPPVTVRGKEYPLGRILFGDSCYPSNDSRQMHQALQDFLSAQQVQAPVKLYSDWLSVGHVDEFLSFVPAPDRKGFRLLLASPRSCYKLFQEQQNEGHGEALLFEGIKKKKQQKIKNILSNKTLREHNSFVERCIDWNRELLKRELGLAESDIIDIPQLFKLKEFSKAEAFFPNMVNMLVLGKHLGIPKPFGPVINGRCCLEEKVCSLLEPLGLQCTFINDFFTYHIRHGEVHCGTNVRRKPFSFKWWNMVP
Fam108B inh: mouse Fam108B serine hydrolase inhibitors, primary screen, counter-screen for RBBP9 inhibitor project, biochemical, fluorescence polarization; AID 1947, 2009; hit rate 0.33% among 300,000; inhibition, % at 9.51 µM; recombinant Fam108B, FP-Rh probe fluorescence polarization;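 active = inhibition above the screen mean inhibition plus 3 SD, computed separately per campaign, cut at about 18% in these data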;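 note: inhibitors lower polarization as less probe binds the enzyme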
PAFAH1B2 inh: PAFAH1B2 enzyme inhibitors, primary screen, biochemical, fluorescence polarization, human. Platelet-activating factor acetylhydrolase IB subunit alpha2 (Homo sapiens), P68402. recombinant PAFAH1B2, FP-rhodamine activity probe. inhibition, % at 3.39 µM. hit rate 1.2% among 340,000;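 active = inhibition above the mean of all tested compounds plus 3 SD, cut at about 24% in these data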;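 note: 0% = enzyme with DMSO and 100% = wells lacking PAFAH1B2; many of its hits are not listed in these tables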
PME-1 primary: PME-1 inhibitors via competitive probe labeling, primary screen, biochemical, fluorescence polarization, FP-Rh probe, HTS; hit rate 0.53% among 320,000; AID 2130, 2009; Protein phosphatase methylesterase 1 (Homo sapiens), Q9Y570; inhibition, % at 5.9 µM; recombinant PME-1;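 active = inhibition above the campaign mean of all compounds plus 3 SD, cut at about 26% in these data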;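 note: competitive labeling of PME-1 active site by serine hydrolase directed probe; 0% = PME-1 with DMSO and 100% = wells lacking PME-1 enzyme; inhibitors block probe labeling so polarization falls and inhibition rises; many of its hits are not listed in these tables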
PAFAH2 inh: PAFAH2 enzyme inhibitors, primary screen, biochemical, fluorescence polarization, human; Platelet-activating factor acetylhydrolase 2, cytoplasmic (Homo sapiens), Q99487; recombinant PAFAH2, FP-rhodamine activity probe; inhibition, % at 3.39 µM; hit rate 0.99% among 340,000; AID 492956, 2010;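 active = inhibition above the mean over all tested compounds plus 3 SD, cut at about 30% in these data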;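 note: inhibitors block probe labeling of enzyme so polarization drops; 0% = enzyme with DMSO and 100% = wells lacking PAFAH2 protein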
LYPLA1 inh: LYPLA1 inhibitors, primary screen, counter-screen for PME1 inhibitor project, biochemical, fluorescence polarization, FP-Rh probe ABPP. hit rate 0.16% among 320,000. recombinant LYPLA1. Acyl-protein thioesterase 1 (Homo sapiens), O75608. inhibition, % at 5.9 µM. AID 2174, 2009;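 active = inhibition above the mean of all tested compounds plus 3 SD, set per campaign, cut at about 14% in these data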;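 note: inhibitors block serine hydrolase probe labeling of LYPLA1 so polarization falls; 0% = enzyme with DMSO and 100% = wells lacking LYPLA1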
Target sequence (O75608 whole entry, looked up): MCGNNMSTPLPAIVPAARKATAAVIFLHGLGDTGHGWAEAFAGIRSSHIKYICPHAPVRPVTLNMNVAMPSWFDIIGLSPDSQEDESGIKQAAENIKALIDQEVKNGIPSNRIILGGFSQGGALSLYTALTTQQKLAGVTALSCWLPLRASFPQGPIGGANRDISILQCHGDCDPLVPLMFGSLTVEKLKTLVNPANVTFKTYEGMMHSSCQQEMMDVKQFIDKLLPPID
pPAFAH inh: pPAFAH enzyme inhibitors, primary screen, biochemical, fluorescence polarization, human; Platelet-activating factor acetylhydrolase (Homo sapiens), Q13093; recombinant pPAFAH, FP-rhodamine probe fluorescence polarization; inhibition, % at 3.39 µM; hit rate 1.5% among 330,000;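 active = inhibition above the mean inhibition across the screen plus 3 SD, cut at about 25% in these data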;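 note: inhibitors block binding of the rhodamine activity-based probe so polarization drops; 0% = enzyme with DMSO and 100% = wells lacking pPAFAH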
The depositor's hits bear a star; nt = no result given. Only part of the results is shown; count on the stated rates, not on these rows.

Compound | LYPLA1 inh | pPAFAH inh | PAFAH1B3 inh | PAFAH1B2 inh | PME-1 primary | PAFAH2 inh | Fam108B inh | GSTO1 inh | PAD4 inh
CCc1nc(CNC(=O)c2cc(OC)c(OC)c(OC)c2)no1 | 2 | 6 | -5 | 0 | 0 | -2 | 0 | -1 | -3
Cc1ccc(C)c(S(=O)(=O)Nc2ccc(C(=O)NCCCN3CCCC3=O)cc2)c1 | -1 | 3 | 11 | 3 | 6 | 4 | 2 | -1 | -8
CCOC(=O)c1sc2nc3c(SCCC#N)cc(C(=O)c4cc(F)ccc4O)cn3c(=O)c2c1C | -20 | -2 | -20 | -12 | -18 | -42 | -16 | -37 | -1
Cc1c(C(=O)Nc2ccc(Nc3ccccc3)cc2)cccc1[N+](=O)[O-] | -8 | 4 | 12 | 10 | 4 | 4 | -5 | 2 | -6
Cc1cccc(NC(=O)c2cccc(N3C(=O)C4CCC(C)CC4C3=O)c2)c1C (centres undefined) | -1 | 3 | -4 | 5 | 5 | 2 | -1 | -2 | 1
CCCCOc1cccc(NC(=O)CSc2nccn2C)c1 | 1 | 6 | -3 | 3 | 2 | -2 | 2 | 3 | -4
CCCCC(=O)Nc1cc(OCC)c(NC(=O)c2ccccc2[N+](=O)[O-])cc1OCC | 1 | 2 | 0 | 4 | 1 | 2 | 1 | 1 | -1
CC(OC(=O)c1cccs1)C(=O)NCC1CCCO1 (centres undefined) | 5 | 0 | 0 | -2 | 5 | 4 | 2 | 2 | -1
CC(=O)Nc1ccc(C(=O)NNS(=O)(=O)c2ccc(C)cc2)cc1 | -1 | -3 | nt | nt | -6 | nt | -1 | -5 | -3
CCc1cc2ccc(C)cc2nc1SCC(=O)c1ccc(NC(C)=O)cc1 | -29 | -14 | -4 | -8 | -52 | -22 | -23 | -16 | 4
COc1cc(/C=C2\C(=N)N3N=C(C)SC3=NC2=O)cc(Cl)c1OCCOc1ccc(NC(C)=O)cc1 | -6 | 9 | 6 | 2 | -7 | -3 | -1 | 4 | -7
O=C(Cn1nc(Cc2cccnc2)c2ccccc2c1=O)Nc1cccnc1Cl | 0 | 2 | -4 | 4 | 1 | -3 | -2 | 2 | -6
O=C(c1cc2cc(Br)ccc2o1)N1CCN(c2ccccc2)CC1 | -2 | 9 | -1 | 2 | -2 | -2 | -2 | 1 | -5
CCN1C(=O)/C(=C\N(C)C)S/C1=N\S(=O)(=O)c1ccccc1 | 2 | -2 | 3 | 0 | -1 | -9 | -1 | 7 | -4
CC(C)(C)CN1CCNC(=O)C1CC(=O)NCCc1cnn(-c2ccccc2)c1 (centres undefined) | -3 | 3 | 4 | 3 | -4 | 5 | 1 | -5 | -2
CCOC(=O)CSc1nc2c(c(=O)n1-c1ccc(OCC)cc1)SCC2 | 1 | -2 | 3 | 0 | 0 | -13 | -5 | 1 | 6
O=C(c1cc(-c2ccccc2Cl)nc2ccccc12)N1CCN(c2ccccn2)CC1 | nt | -2 | 3 | 4 | nt | 10 | nt | nt | 3
Cc1c(C(=O)NCCc2ccc(Cl)cc2)sc2nc3n(c(=O)c12)CCC3 | -2 | 3 | 1 | 11 | 7 | 7 | 2 | -6 | -7
COC(=O)c1ccccc1OC(=O)c1ccc(Br)o1 | 2 | -1 | 7 | 5 | -2 | -3 | 3 | 3 | 3
Cc1cc(NC(=O)CSc2c(C)[nH]c3ccccc23)no1 | 0 | 6 | 0 | 10 | 4 | 17 | 10 | 6 | -4
CCN1CCN(c2nc(Nc3cccc(F)c3)nc(N)c2[N+](=O)[O-])CC1 | -1 | 3 | 9 | -1 | -1 | 0 | 2 | -7 | 3
CCOC(=O)c1ccc(NC(=O)CN(C)S(=O)(=O)c2ccc(Br)s2)cc1 | -2 | -9 | -4 | 0 | 4 | -12 | -5 | -2 | -5
COc1ccc(NC(=O)CO/N=C2\CCCc3nonc32)cc1 | -2 | 4 | 5 | -1 | -3 | 13 | 0 | 0 | -7
CC(=O)Nc1ccc(C2(c3ccc(NC(C)=O)cc3)C(=O)Nc3ccccc32)cc1 | 3 | 5 | 2 | 4 | 0 | -4 | 2 | 6 | -3
Cc1cc(=O)oc(C)c1C(=O)NCCN(C)Cc1ccccc1 | 0 | 1 | 13 | 0 | -1 | 10 | 1 | -6 | 1
Cc1cc(C)cc(OCC(=O)OCC(=O)Nc2ccc(Cl)cn2)c1 | -1 | 17 | -5 | -2 | 4 | -1 | 4 | -4 | 1
CCOc1cc(S(=O)(=O)NCc2ccco2)c(OCC)cc1-n1cnnn1 | 0 | 4 | 0 | 5 | -1 | -8 | 2 | 9 | -3
COCCn1c(=S)[nH]c2cc(C(=O)N3CCC(C(N)=O)(N4CCCCC4)CC3)ccc2c1=O | 0 | 1 | 0 | 0 | 4 | 4 | 1 | 7 | 1
CC1Cc2ccccc2N1c1ncnc2c1nnn2Cc1ccccc1 (centres undefined) | -2 | 3 | 0 | 0 | -3 | 11 | -3 | 4 | -5
CCCOc1ccc(/C=N/NC(=O)c2ccc(Cn3cc([N+](=O)[O-])cn3)o2)cc1 | -7 | 1 | -10 | -2 | -19 | -8 | -11 | -1 | 1
COc1cccc(NC(=O)CN(C)C(=O)c2cc3c(s2)CCC3)c1 | -6 | 10 | nt | nt | -1 | nt | -1 | 27 | 0
O=C(O)c1cccc2[nH]c(C(F)(F)F)nc12 | -4 | -3 | 4 | 1 | -1 | -9 | 1 | 0 | 5
CCOc1ccc(C2CC(=O)c3c([nH]c(C(=O)OC)c3C)C2)cc1OC (centres undefined) | 5 | 0 | -1 | -3 | -2 | -1 | 3 | -2 | 3
Cc1cc(F)ccc1NC(=O)CCCN(C)S(=O)(=O)c1ccc(F)cc1 | -3 | 0 | 10 | 1 | 1 | -2 | 3 | 5 | 5
Cc1sc2nc(CSC(C)C(=O)Nc3cc(S(C)(=O)=O)ccc3Cl)[nH]c(=O)c2c1C (centres undefined) | 2 | 4 | 0 | 0 | -1 | 25 | 0 | 4 | -2
COc1ccc(CC(=O)NC(=S)Nc2ccc(S(=O)(=O)NC(C)(C)C)cc2)cc1 | -6 | 2 | 3 | -1 | 5 | 1 | -8 | -2 | -1
COc1ccc(NC(=O)c2cccc(C#N)c2)cc1NS(=O)(=O)c1ccc(F)cc1 | 0 | 2 | 2 | 1 | 7 | 6 | -3 | 3 | -1
CC(C)(C)C1CCC(=O)N(CCSc2ccccc2)CC1 (centres undefined) | -3 | 0 | 0 | 11 | 4 | 4 | -2 | 2 | 1
Cc1ccsc1C1C2=C(CC(C)(C)CC2=O)Nc2ncnn21 (centres undefined) | 10 | 6 | 4 | 5 | -1 | 2 | 1 | 4 | -2
CCOc1cc(N2CCOCC2)c(OCC)cc1NC(=O)c1ccc(C)s1 | 1 | 4 | 8 | 9 | -5 | 8 | 8 | 8 | -4
Cc1cc2c(C)nc(N/N=C/c3ccc(F)cc3)nc2o1 | 4 | 5 | -4 | 4 | 10 | -8 | 1 | 5 | -7
COc1cc(OC)c(N(C)S(=O)(=O)c2cccc(C(=O)OCC(=O)NCc3ccco3)c2)cc1Cl | -2 | 33* | 3 | 4 | -2 | 32* | -10 | -7 | -2
O=C(Cc1ccc(Cl)cc1)N1CCC2(CC1)NCCc1[nH]cnc12 | 5 | 1 | -1 | 9 | 5 | -5 | -1 | 2 | -5
CC(C)C(=O)Nc1ccc2c(c1)nc(CCN1CCCCC1)n2C | 1 | 1 | 10 | 4 | 1 | -8 | -3 | 1 | -4
COc1ccc(-n2cnnc2SCCC#N)cc1 | -1 | -1 | 9 | -2 | 2 | 5 | -1 | 0 | -4
COc1ccc(OC(C)c2nnc(N)s2)cc1 (centres undefined) | -2 | 7 | 10 | 4 | 1 | 8 | 2 | -2 | -1
CCC(C(=O)NCc1ccco1)N(Cc1cccs1)C(=O)CNS(=O)(=O)c1ccccc1 (centres undefined) | -2 | 10 | 0 | 3 | 3 | 20 | -1 | 5 | 6
Cc1cc(-n2c(C)cc(C(=O)COc3cc(F)ccc3[N+](=O)[O-])c2C)no1 | 2 | 1 | 3 | -3 | 11 | 7 | nt | nt | 0
C=CCN1C(=O)C(CC(=O)O)S/C1=N/N=C/c1ccc(N(CC)CC)cc1 (centres undefined) | 0 | 5 | 3 | 0 | -2 | -1 | nt | nt | -2
CC(C)Nc1nc(Cl)nc(NCCOc2ccccc2)n1 | -2 | 0 | 10 | 7 | 0 | -3 | -4 | 9 | 2
COc1cc(N)c(C(=O)c2nccc3cc(OC)c(OC)cc23)cc1OC | 0 | -1 | -2 | 8 | 3 | 1 | 0 | 4 | 0
N#Cc1ccc(/C=C/C(=O)c2ccccc2)cc1 | 4 | -2 | 4 | 4 | -9 | 8 | -5 | -8 | 2
COc1cccc(CNC(=O)Nc2cccs2)c1 | 0 | 5 | 1 | -3 | 3 | 8 | 6 | -4 | -9
COc1ccc(NC(=O)COC(=O)CCCOc2ccc(Cl)cc2Cl)cc1 | -3 | 21 | 14 | 1 | 8 | 6 | 1 | -2 | -1
Cc1nn(-c2ccccc2)c2c1C(c1cccnc1)N1C=C(S(=O)(=O)N3CCCCC3)C=CC1=N2 (centres undefined) | -2 | 7 | 3 | 15 | 5 | 2 | 0 | 3 | -4
CCOC(=O)C(NC(=O)NCc1ccccc1)(OCC)C(F)(F)F (centres undefined) | 2 | -3 | 3 | -1 | 7 | -3 | -2 | 0 | 3
NC(=O)C1CCN(c2ccc(S(=O)(=O)N3CCCCC3)cn2)CC1 | 0 | 1 | 2 | -1 | -1 | 4 | -4 | 7 | 3
COc1ccc([C@H]2CC(=O)C=C(c3ccc(C)c4ccccc34)C2)cc1 | -1 | -2 | 2 | -3 | 1 | 10 | nt | nt | -1
CCNc1ccc(C(=O)OCC(=O)c2cc(C)n(Cc3ccc4c(c3)OCO4)c2C)cc1[N+](=O)[O-] | 0 | 4 | 5 | 2 | -10 | -4 | -1 | 0 | 0
Cc1cccc(CSc2cccc3cccnc23)c1 | 3 | 7 | 19 | 2 | -5 | 4 | -1 | -8 | 4
CN(C)[C@@H]1CCC[C@@H]1OC(=O)C(c1ccccc1)c1ccccc1 | -2 | 0 | 5 | -3 | -6 | -4 | 6 | -1 | -2
Cc1cc(SCC(=O)N2CCN(C(=O)c3ccco3)CC2)c(C)cc1Br | 1 | -4 | 12 | 4 | 4 | 14 | nt | nt | -1
COc1ccc(-c2cnnc(N/N=C/c3ccc(OC)c(OC)c3)n2)cc1 | -2 | 5 | 1 | 0 | 15 | 11 | 2 | -2 | -2
